# From PubChem BioAssay
# MEKK3 PB1 HTS: MEKK3-MEK5 PB1 interaction, increase or decrease; binding response (% of control), % at 10 µM; bead-based flow cytometry, Alexa488-MEK5 binding to MEKK3; actives lie on both sides; 0 = blocked by unlabeled MEK5, 100 = vehicle; Q99759; 290,000 tested, 1.4% active;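 active = binding response more than 3 SD above or below the average of its plate-row segment, actives on both sides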;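 also: Alexa488 bead fluorescence after subtracting the streptavidin-only scavenger bead signal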
# NALP1 inh: inhibitors of NALP1 inflammasome in yeast; 280,000 tested, 0.61% active; AID 2071; inhibition, % at 10 µM; S. cerevisiae NALP1/ASC/caspase-1 growth, X-gal OD620, 72 h; in the data active = inhibition mostly above about 24%, no sharp cut-off; inactive = mostly below about 32%; also: some compounds called inactive have numbers as strong as hits
# MEKK2 mut-MEK5: signal of MEK5 binding to mutant human MEKK2 PB1 domain; bead flow cytometry, Alexa488-MEK5 binding to MEKK2 mutant; percent response, % at 10 µM; 290,000 tested, 0.35% active; AID 1530; in the data active = percent response above about 24%, passing the limit was not always enough; also: inactives centre near 1; some results filed as inactive read as strong as hits; reference of the scale not given here
# M18AAP inhibitor: blocks P. falciparum M18 aspartyl aminopeptidase | recombinant PfM18AAP, H-Glu-NHMec fluorogenic cleavage | 290,000 tested, 1.2% active | inhibition, % at 7.35 µM | AID 1822;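 active = inhibition above the campaign mean inhibition over all tested compounds plus 3 SD, cut at about 28% in these data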;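 also: 0% = plate median of test compound wells and 100% = 2 mM ZnCl2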
# SUMO HTRF inh: blocks human SUMOylation mediated by UBC9; HTRF SUMOylation assay, SAE1/SAE2 + UBC9, in vitro; inhibition, % at 35 µM; 290,000 tested, 0.36% active; AID 2006; in the data active = inhibition above about 50%, passing the limit was not always enough; also: strong numbers were not always called active
# pCIP destab: compounds decreasing mouse p/CIP protein stability. F442A p/CIP-EGFP cells, EGFP fluorescence, 16 h. decrease of EGFP signal, % at 10 µM. 290,000 tested, 0.01% active. AID 1984;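 active = EGFP signal decrease of at least 30% at 10 µM or well 3 SD below plate mean, unless failing retest; inactive = the rest, including hits failing retest or dose response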; also: some compounds called inactive have numbers as strong as hits; many of its hits are not listed in these tables
# IDE inh: cellular human IDE inhibition; P14735; HEK cells, FAbetaB cleavage, fluorescence polarization; inhibition, % at 5.59 µM; 320,000 tested, 0.41% active; AID 434962;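 active = percent inhibition above the average of all tested compounds plus 3 SD, set per screening campaign, cut at about 16% in these data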;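 also: IDE supplied by intact live HEK cells; FP after avidin binding of uncleaved biotin substrate so inhibition keeps polarization high; 0% = DMSO wells and 100% = 60 µM reference IDE inhibitor Ii1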
# Target sequence (P14735 whole entry, looked up): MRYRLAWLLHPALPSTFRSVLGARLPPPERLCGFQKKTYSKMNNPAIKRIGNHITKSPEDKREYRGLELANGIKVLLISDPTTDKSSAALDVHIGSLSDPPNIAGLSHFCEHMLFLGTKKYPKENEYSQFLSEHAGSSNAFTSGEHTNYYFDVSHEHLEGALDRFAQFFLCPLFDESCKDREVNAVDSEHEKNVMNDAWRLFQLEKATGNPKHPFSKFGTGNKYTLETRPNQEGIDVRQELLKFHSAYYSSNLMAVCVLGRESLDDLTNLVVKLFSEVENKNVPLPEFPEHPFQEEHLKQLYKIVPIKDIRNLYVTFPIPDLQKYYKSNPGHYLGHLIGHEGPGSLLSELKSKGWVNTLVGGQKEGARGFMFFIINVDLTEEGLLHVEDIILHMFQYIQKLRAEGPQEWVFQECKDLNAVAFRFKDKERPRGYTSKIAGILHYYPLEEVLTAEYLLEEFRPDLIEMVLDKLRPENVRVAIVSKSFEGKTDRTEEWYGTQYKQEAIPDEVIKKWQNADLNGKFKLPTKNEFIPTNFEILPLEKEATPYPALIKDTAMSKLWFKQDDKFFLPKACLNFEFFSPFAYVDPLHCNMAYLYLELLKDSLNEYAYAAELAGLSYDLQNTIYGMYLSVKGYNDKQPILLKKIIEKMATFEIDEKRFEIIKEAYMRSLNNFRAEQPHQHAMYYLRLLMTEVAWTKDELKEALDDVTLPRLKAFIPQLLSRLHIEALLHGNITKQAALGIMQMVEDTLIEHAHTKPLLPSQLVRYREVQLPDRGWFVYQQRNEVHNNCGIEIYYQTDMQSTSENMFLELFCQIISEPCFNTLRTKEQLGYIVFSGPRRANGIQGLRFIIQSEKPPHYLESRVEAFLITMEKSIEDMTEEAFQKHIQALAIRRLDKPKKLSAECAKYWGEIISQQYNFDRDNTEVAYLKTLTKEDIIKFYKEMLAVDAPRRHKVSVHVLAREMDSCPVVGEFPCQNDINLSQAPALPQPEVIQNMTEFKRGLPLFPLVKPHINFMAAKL
# IDE act: boosts human insulin-degrading enzyme activity in HEK cells; activation, % at 5.96 µM; FAbeta-B cleavage, fluorescence polarization; 0% vehicle, 100% cell-free pure enzyme wells; AID 493087; 340,000 tested, 0.073% active; P14735;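 active = activation above the mean of all tested compounds plus 3 SD, set per screening campaign, cut at about 17% in these data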
# MEKK2 WT-MEK5: raises or lowers MEK5 binding to wildtype human MEKK2 PB1 domain; bead flow cytometry, Alexa488-MEK5 binding to MEKK2 WT; actives lie on both sides; binding response (% of control), % at 10 µM; 290,000 tested, 1.1% active; AID 1531; in the data active = binding response below about 67% or above about 130%
# The depositor's hits bear a star; i = inactive; . = not tested or not shown. Some of the compounds tested, so the mix of outcomes need not match the whole.
No.	SMILES	IDE act	MEKK2 WT-MEK5	M18AAP inhibitor	IDE inh	SUMO HTRF inh	MEKK3 PB1 HTS	MEKK2 mut-MEK5	NALP1 inh	pCIP destab
1	CC(=O)NC(Cc1c[nH]c2ccccc12)C(=O)NCc1ccco1 (stereo not drawn)	-2.0	103.0	0.9	1.0	11.5	100.0	1.0	8.1	0.8
2	COc1ccc(C2CC(=O)C(C=NCCCN3CCOCC3)=C(O)C2)cc1 (stereo not drawn)	4.1	105.0	4.0	0.1	16.8	101.0	-1.0	15.0	-4.0
3	Nc1cc(OC(=O)c2ccco2)nn1S(=O)(=O)c1ccc(F)cc1	2.7	102.0	19.3	-2.4	-11.2	113.0	2.0	9.5	2.4
4	CCOC(CC(=O)NNC(=O)c1c(-c2c(Cl)cccc2Cl)noc1C)OCC	.	82.0	-6.5	6.0	-1.5	82.0	-19.0	7.4	-3.3
5	C=CCSc1n[nH]c2nc3c(c(=O)n12)C1(CCCC1)Cc1ccccc1-3	3.2	.	-2.4	-1.2	6.8	.	.	26.9	-7.1
6	COc1cc(CN2CCC(C(=O)NCCC(C)C)CC2)ccc1OCc1ccccc1	-0.8	115.0	-5.4	-0.1	20.1	106.0	17.0	21.0	-2.0
7	O=C(c1ccco1)N1CCN(Cc2c(F)cccc2Cl)CC1	2.4	109.0	3.7	1.9	4.1	109.0	5.0	.	-9.4
8	CC(=O)N(C1CC(C)C(C#N)(C#N)C1(C#N)C#N)N(C)C (stereo not drawn)	3.7	106.0	-5.7	3.3	11.5	118.0	6.0	9.4	-13.3
9	CCCCNS(=O)(=O)c1ccc(S(=O)(=O)NCc2ccncc2)cc1	-0.3	103.0	3.4	1.4	2.2	103.0	8.0	-1.8	4.0
10	O=C1CC(C(=O)O)S/C(=N\NC(=O)c2ccccc2)N1 (stereo not drawn)	7.9	105.0	6.1	-1.3	17.4	106.0	10.0	21.1	-6.0
11	O=C(N/C(=C\c1cn(-c2ccccc2)nc1-c1ccccc1)C(=O)N1CCOCC1)c1ccccc1	.	116.0	-6.2	5.9	6.8	101.0	19.0	28.4	-3.8
12	Cc1ccc(C)c(NC(=O)COC(=O)CCc2ccc(S(=O)(=O)N3CCOCC3)cc2)c1	-0.5	98.0	-0.3	2.2	5.2	96.0	-2.0	3.2	3.9
13	CCOc1ccc(N2C(=O)CC(SC(=NC)Nc3ccc4c(c3)OCO4)C2=O)cc1 (stereo not drawn)	4.7	99.0	-10.7	2.2	23.0	101.0	2.0	-2.0	-5.1
14	Cc1c(C(=O)NCc2ccccn2)oc2ccc(S(=O)(=O)N3CCOCC3)cc12	3.8	.	-14.2	1.0	20.0	.	.	16.6	-0.3
15	Fc1ccc(Cc2nnc(-c3cccs3)o2)cc1	3.3	98.0	-0.7	1.7	-0.8	96.0	-1.0	-90.8	0.3
16	Cc1nn(C(C)(C)C)c(OC(=O)c2ccco2)c1Sc1ccccc1	5.1	100.0	6.0	0.0	-40.1	104.0	3.0	-7.0	-1.9
17	CCc1nn(CC(=O)NCCC2=CCCCC2)c(=O)c2cc3cc(F)ccc3n12	1.4	97.0	1.8	-1.9	.	97.0	-10.0	14.5	-5.0
18	O=C(NC(Cc1ccccc1)C(=O)O)/C(=C/c1ccc(Cl)cc1)NC(=O)c1ccccc1 (stereo not drawn)	3.2	90.0	1.2	-1.6	24.7	93.0	-6.0	5.3	1.0
19	Cc1cc(/C=C2\C(=N)N3N=C(c4ccco4)SC3=NC2=O)c(C)n1Cc1ccccc1	7.0	101.0	2.8	-1.4	.	106.0	0.0	18.1	-3.8
20	Cc1cccc(NC(=O)c2nc(-c3ccccc3)n(-c3ccccc3)n2)c1C	5.8	94.0	10.8	5.6	9.5	97.0	2.0	9.5	-10.3
21	CCc1ccc(N(C(=O)CNC(=O)c2ccco2)C(C(=O)NC2CCCC2)c2ccncc2)cc1 (stereo not drawn)	1.3	101.0	-8.9	2.5	2.3	102.0	4.0	-0.7	-0.2
22	CCCOc1ccc(CC(CC(=O)O)(C(=O)O)C(=O)O)cc1	-2.7	98.0	3.8	7.5	5.7	100.0	4.0	-10.3	-2.2
23	CCn1nc(C(=O)Nc2ccccc2C)c(Cl)c1Cl	0.2	98.0	-12.8	-4.6	18.3	98.0	0.0	-0.2	-15.1
24	Cc1ccc(NC(=O)CSc2nnc(-c3cnccn3)n2Cc2ccco2)cc1C	-1.1	101.0	-35.6	4.1	11.4	105.0	3.0	-4.8	-18.7
25	CC1=C(CC(=O)O)c2cc(F)ccc2/C1=C/c1ccc(S(C)=O)cc1 (stereo not drawn)	4.7	101.0	1.3	-2.7	0.4	99.0	-2.0	4.3	-5.9
26	O=C(CS(=O)(=O)c1ccc(C(F)(F)F)cn1)NNC(=O)c1ccccc1	10.6	101.0	9.6	10.2	-0.6	101.0	3.0	4.3	-1.7
27	COc1ccccc1/C=N/N1CCN(Cc2ccccc2Cl)CC1	4.6	105.0	3.9	6.0	-7.6	100.0	4.0	-1.6	-5.4
28	CCCCCOc1ccc(/C=C/C(=O)NCCc2nc3ccccc3[nH]2)cc1OC	7.2	101.0	-2.8	0.1	14.1	98.0	-2.0	21.6	-8.6
29	Cc1ccc2c(c1)N(C(=O)CCC(=O)NCc1ccccc1)CC(C)O2 (stereo not drawn)	3.6	102.0	8.1	-0.1	-5.3	100.0	-1.0	20.7	-2.9
30	Cc1ccc(-n2c(SCC(=O)OC(C)C)nnc2-c2cnccn2)cc1	-4.1	97.0	3.8	7.7	14.7	99.0	1.0	-17.1	0.1

# Other results:
No.	SMILES	IDE act	MEKK2 WT-MEK5	M18AAP inhibitor	IDE inh	SUMO HTRF inh	MEKK3 PB1 HTS	MEKK2 mut-MEK5	NALP1 inh	pCIP destab
31	c1ccc(NCc2nc3ccccc3n2CCOc2ccccc2)cc1	5.7	100.0	0.4	8.8	-14.1	101.0	1.0	17.4	-1.4
32	O=C(CCCCCCN1C(=O)c2ccccc2C1=O)Nc1nccs1	3.3	104.0	-0.8	3.2	12.7	111.0	5.0	-82.3	-3.4
33	COc1ccc(Cc2nc3ccc(C(=O)NC(C)C)cc3o2)cc1	-3.8	101.0	-1.9	6.5	.	100.0	3.0	.	.
34	CCOc1ccc(C(=O)c2cc([N+](=O)[O-])ccc2N2CCOCC2)cc1	-4.6	100.0	5.0	-0.4	-61.0	101.0	1.0	26.6	0.7
35	Cc1ccc(NC(=O)c2ccc3c(c2)nnn3C)cc1	1.4	104.0	-2.7	-0.3	9.8	110.0	3.0	15.3	9.5
36	Cc1ccc2[nH]c(=O)c3cc(C(=O)N(C)C4CCCCC4)sc3c2c1	6.8	94.0	-3.5	2.0	7.9	100.0	-7.0	7.8	-2.6
37	Cc1cccc(NC(=S)NCC(c2cccnc2)N(C)C)c1 (stereo not drawn)	4.8	114.0	0.3	1.2	14.6	101.0	10.0	6.4	-8.6
38	O=c1c2c3c(sc2nc(NCCO)n1-c1ccccc1)CCCC3	0.2	101.0	5.6	1.0	-1.8	101.0	0.0	-3.4	10.4
39	CC1=C(/C=C/C(C)=C/C=C/C(C)=C\C(=O)O)C(C)(C)CCC1	2.6	115.0	.	-4.6	.	110.0	6.0	.	.
40	Cc1cccc(C)c1OC1(c2ccccc2)OC(=O)c2ccccc21 (stereo not drawn)	-1.6	96.0	-0.7	2.0	-16.0	100.0	-3.0	23.2	-10.1
41	Cc1ccc(-c2nn(CCC(N)=O)c(=O)c3ccccc23)cc1	0.9	101.0	0.5	6.1	-11.8	100.0	3.0	10.9	6.6
42	COc1ccc(OC)c(S(=O)(=O)N2CCC(C(=O)NC3CCCC3)CC2)c1	-0.7	104.0	0.4	1.2	17.0	104.0	2.0	-5.1	-8.9
43	CNCc1ccccc1Sc1ccc(O)c(O)c1	-1.4	104.0	50.8*	10.4	52.4	101.0	-1.0	20.8	3.6
44	COc1ccccc1NC(=O)COC(=O)CN1C(=O)C(=O)c2ccccc21	-5.1	95.0	-3.5	7.5	-3.9	94.0	-6.0	2.5	5.4
45	O=C(CN1CCN(Cc2ccccc2)CC1)N/N=C/c1cccnc1	5.5	103.0	7.8	-0.6	9.0	104.0	-1.0	-7.1	-3.1
46	O=C1c2ccccc2C(=O)N1c1ncc(Cc2ccc(Cl)cc2)s1	-4.0	88.0	-5.8	-6.1	-13.5	86.0	-4.0	21.4	6.3
47	C=CCNC(=S)NNC(=O)c1cccc(Br)c1	0.2	110.0	12.2	-4.0	0.7	97.0	6.0	16.4	1.6
48	O=C(O)CC(CC(=O)Nc1ccc(C(=O)O)cc1)c1ccccc1 (stereo not drawn)	4.9	96.0	-3.4	-1.9	0.7	97.0	-5.0	1.9	1.7
49	CCC(C)C(NC(=O)C1CCC(C)CC1)C(=O)NC(C(=O)OC)C(C)C (stereo not drawn)	5.0	102.0	6.0	4.7	2.1	100.0	1.0	1.0	-13.9
50	CCOc1ncccc1C(=O)NCc1cccc(OC)c1	-2.5	106.0	-4.7	0.8	-9.4	103.0	2.0	22.2	1.3
51	CCOc1ccc2nc(/N=C/c3nc(-c4ccc(Br)cc4)oc3O)sc2c1	-15.1	103.0	-1.5	5.0	22.0	111.0	0.0	2.7	0.8
52	CC(=O)Nc1ccc(S(=O)(=O)N(CCO)Cc2ccccc2)cc1	0.1	106.0	-1.4	0.0	2.1	99.0	2.0	16.5	-3.3
53	Nc1nc2c([N+](=O)[O-])cccc2s1	8.2	96.0	-0.5	-9.4	7.7	99.0	-4.0	-0.1	-5.9
54	CCOC(=O)c1sc(=S)n(-c2ccc(OC)cc2)c1C	.	89.0	-1.9	4.8	10.0	92.0	-8.0	i	-12.3
55	N#Cc1ccc2ccn(CC(=O)NC3CCCCC3)c2c1	1.6	100.0	8.9	3.4	8.1	99.0	-2.0	17.6	-10.5
56	COC(=O)Nc1nnc(-c2ccc(OC)cc2)s1	4.4	107.0	-2.4	5.3	11.2	110.0	15.0	19.9	-5.7
57	CCc1ccc(OCC2NCCc3cc(OC)c(OC)cc32)cc1 (stereo not drawn)	1.8	107.0	14.8	5.5	8.8	101.0	2.0	29.5	6.8
58	Cc1ccc(-c2nc(S(=O)(=O)c3ccccc3)c(SCC(=O)NCC3CCCO3)o2)cc1 (stereo not drawn)	-0.7	100.0	4.1	4.1	19.6	97.0	-1.0	15.8	-11.0
59	Cc1cc(C(=O)OCC(=O)NCc2ccc(Cl)cc2)c(C)o1	4.4	94.0	-1.7	4.7	3.4	97.0	-1.0	15.5	6.0
60	CCCn1c2ccccc2c2nnc(SCC(=O)Nc3ncccn3)nc21	-4.5	102.0	8.3	1.2	15.3	98.0	-1.0	5.0	-16.8
61	Cc1ccc(CN2CCN(/N=C/c3ccc(O)c(O)c3)CC2)cc1	4.9	101.0	63.7*	-1.7	-3.0	105.0	3.0	16.9	-1.7

# Given with the structure last: entries from further up
no. | IDE act | MEKK2 WT-MEK5 | M18AAP inhibitor | IDE inh | SUMO HTRF inh | MEKK3 PB1 HTS | MEKK2 mut-MEK5 | NALP1 inh | pCIP destab | SMILES
55 | 1.6 | 100.0 | 8.9 | 3.4 | 8.1 | 99.0 | -2.0 | 17.6 | -10.5 | N#Cc1ccc2ccn(CC(=O)NC3CCCCC3)c2c1
56 | 4.4 | 107.0 | -2.4 | 5.3 | 11.2 | 110.0 | 15.0 | 19.9 | -5.7 | COC(=O)Nc1nnc(-c2ccc(OC)cc2)s1
57 | 1.8 | 107.0 | 14.8 | 5.5 | 8.8 | 101.0 | 2.0 | 29.5 | 6.8 | CCc1ccc(OCC2NCCc3cc(OC)c(OC)cc32)cc1 (stereo not drawn)
